Screening data (PubChem BioAssay)
CHRM4 PAM = human M4 muscarinic receptor positive allosteric modulators, primary screen, CHO-K1 cells, Fluo-8 calcium fluorescence; activation, % at 3 µM; actives 0.4% (n = 360,000); AID 624126, 2012; CHO-K1 hM4/Gqi5, ACh EC20; 0% = ACh EC20, 100% = maximal ACh; Muscarinic acetylcholine receptor M4 (Homo sapiens), P08173;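 active = activation above its plate's cutoff, the mean activation of sample wells plus 3 SD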; note: some results filed as inactive read as strong as hits
GalR3 antagonist = GalR3 antagonists in HEK293 cells, primary screen, cell-based, fluorescence readout. inhibition, % at 3 µM. actives 0.44% (n = 360,000). Galanin receptor type 3 (Homo sapiens), O60755. AID 651719, 2012. HEK293 GalR3-CNG cAMP membrane potential fluorescence; galR3 body fused to GalR1 C-terminus;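 active = inhibition above the screen-wide average plus 3 SD, cut at about 13% in these data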;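 note: forskolin and galanin both at EC90 stimulate the cells; cAMP rise reported by CNG channel membrane potential dye signal; 0% = forskolin plus galanin with DMSO and 100% = forskolin alone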
pCIP destab = p/CIP-EGFP fusion destabilizers, primary screen, fluorescence, F442A cells. Q05BA5. 16 h. decrease of EGFP signal, % at 10 µM. actives 0.01% (n = 290,000). AID 1984, 2009;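 active = EGFP signal decrease of at least 30% at 10 µM or well 3 SD below plate mean, unless failing retest; inactive = the rest, including hits failing retest or dose response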; note: some compounds called inactive have numbers as strong as hits; many of its hits are not listed in these tables
CRFR2-BP ag = agonists of CRF-BP/CRF-R2 complex, primary screen, cell-based, HEK293, calcium dye fluorescence, uHTS. CRF-binding protein / CRF receptor 2 complex (human). calcium dye fluorescence (FLIPR); percent of saturating CRF peptide response. activation, % at 13.2 µM. actives 0.46% (n = 350,000). AID 588473, 2011;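 active = activation of at least 50%, plus an integration ratio under a set limit after plate pattern correction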;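 note: plate controls were neutral control wells without compound for no effect and CRF at EC100 for full effect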
MEKK3 PB1 HTS = modulators of MEKK3-MEK5 PB1 binding, primary screen, biochemical, wildtype MEKK3, multiplex bead flow cytometry, Alexa488-MEK5 | Mitogen-activated protein kinase kinase kinase 3 (Homo sapiens), Q99759 | bead-based flow cytometry, Alexa488-MEK5 binding to MEKK3; actives lie on both sides; 0 = blocked by unlabeled MEK5, 100 = vehicle | binding response (% of control), % at 10 µM | actives 1.4% (n = 290,000) | AID 1529, 2009;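 active = binding response more than 3 SD above or below the average of its plate-row segment, actives on both sides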;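 note: Alexa488 bead fluorescence after subtracting the streptavidin-only scavenger bead signal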
Target sequence (Q99759 whole entry, looked up): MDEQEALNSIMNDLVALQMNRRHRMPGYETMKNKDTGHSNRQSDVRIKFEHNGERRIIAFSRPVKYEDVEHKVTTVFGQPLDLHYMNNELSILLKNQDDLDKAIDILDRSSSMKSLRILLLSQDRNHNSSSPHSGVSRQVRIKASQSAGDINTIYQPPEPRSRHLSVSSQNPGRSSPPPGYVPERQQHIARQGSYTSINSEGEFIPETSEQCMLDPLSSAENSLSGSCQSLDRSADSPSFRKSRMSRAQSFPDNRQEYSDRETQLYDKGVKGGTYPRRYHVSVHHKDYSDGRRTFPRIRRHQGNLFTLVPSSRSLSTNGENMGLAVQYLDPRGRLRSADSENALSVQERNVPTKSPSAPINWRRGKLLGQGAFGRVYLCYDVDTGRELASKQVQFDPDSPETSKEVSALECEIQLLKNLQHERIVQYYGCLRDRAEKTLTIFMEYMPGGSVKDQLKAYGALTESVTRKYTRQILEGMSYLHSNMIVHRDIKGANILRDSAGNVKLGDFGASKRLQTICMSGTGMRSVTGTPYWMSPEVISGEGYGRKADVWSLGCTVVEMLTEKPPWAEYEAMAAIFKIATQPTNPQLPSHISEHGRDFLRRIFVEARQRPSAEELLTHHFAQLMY
IDE act = human IDE activators in live cells, primary screen, fluorescence polarization, HEK cells, FAbeta-B substrate | activation, % at 5.96 µM | actives 0.073% (n = 340,000) | AID 493087, 2011 | FAbeta-B cleavage; 0% vehicle, 100% cell-free pure enzyme wells | Insulin-degrading enzyme (Homo sapiens), P14735;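 active = activation above the mean of all tested compounds plus 3 SD, set per screening campaign, cut at about 17% in these data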
CRFBP-R2 block = antagonists of CRF-BP/CRF-R2 complex, primary screen, cell-based, HEK293, calcium dye fluorescence, uHTS | AID 588475, 2011 | CRF-induced calcium fluorescence | inhibition, % at 11.8 µM | actives 0.59% (n = 350,000);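 active = inhibition of the ligand-induced calcium signal above about 50% at the single tested concentration, limit read from the data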
PHOSPHO1 block = PubChem AID 1565; Phosphoethanolamine/phosphocholine phosphatase (Homo sapiens), Q8TCT1; recombinant PHOSPHO1, absorbance phosphatase assay; inhibition, % at 13.3 µM; actives 1.1% (n = 290,000); in the data active = inhibition above about 60%
Target sequence (Q8TCT1 whole entry, looked up): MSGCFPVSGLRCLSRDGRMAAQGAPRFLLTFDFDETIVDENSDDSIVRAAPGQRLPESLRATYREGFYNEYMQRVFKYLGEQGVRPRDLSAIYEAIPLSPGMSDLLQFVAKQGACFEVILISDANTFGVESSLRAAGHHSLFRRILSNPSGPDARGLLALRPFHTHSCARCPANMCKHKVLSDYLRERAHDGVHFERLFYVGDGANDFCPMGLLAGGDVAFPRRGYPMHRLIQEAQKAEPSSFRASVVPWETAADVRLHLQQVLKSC
IDE cell inh = human IDE inhibitors in live cells, primary screen, fluorescence polarization, HEK cells, FAbetaB substrate; Insulin-degrading enzyme (Homo sapiens), P14735; FAbetaB cleavage; inhibition, % at 5.59 µM; actives 0.41% (n = 320,000); AID 434962, 2010;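 active = percent inhibition above the average of all tested compounds plus 3 SD, set per screening campaign, cut at about 16% in these data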;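 note: IDE supplied by intact live HEK cells; FP after avidin binding of uncleaved biotin substrate so inhibition keeps polarization high; 0% = DMSO wells and 100% = 60 µM reference IDE inhibitor Ii1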
Active calls of the source: *; / = no result given.

SMILES	CHRM4 PAM	GalR3 antagonist	pCIP destab	CRFR2-BP ag	MEKK3 PB1 HTS	IDE act	CRFBP-R2 block	PHOSPHO1 block	IDE cell inh
CSc1cccc(NC(=O)NCc2cccc(CNC(=O)Nc3cccc(SC)c3)c2)c1	-2	3	-6	-1.6	106	1	-4	30	5
O=C1OCCC1Sc1nnc(-c2ccc(Br)cc2)o1 (stereo unspecified)	6	1	1	-4.4	102	6	19	4	1
Cc1nn(Cc2ccccc2)c(C)c1/C=N/NC(=O)c1ccccc1O	-15	-5	3	-4.6	101	1	0	24	-1
O=C(CSc1nnnn1C1CCCCC1)NCc1ccccc1	-1	-2	-7	0.8	98	3	-2	18	1
COC(=O)CSc1nc(NC(C)=O)nc(C)c1Br	-4	0	-18	0.9	100	0	5	-1	-4
O=C(Nc1nc2ccccc2n1CCN1CCOCC1)c1ccc(Cl)cc1	6	-4	0	-1.6	83	9	-20	20	-4
Cc1ccc(S(=O)(=O)N[C@H](C(=O)OCC(=O)NC(=O)c2cccn2C)C(C)C)cc1	-1	2	/	-3.7	/	6	-4	/	/
CC/C(=N\NC(=O)c1cc(C2CC2)[nH]n1)c1ccccc1	-3	-8	5	-1.8	99	5	-25	32	-1
CCCNc1cc(C)c(C#N)c2nc3ccccc3n12	11	1	-15	0.6	110	4	-6	-1	0
CC(=O)NC(Cc1ccccc1)C(=O)NC1CCN(C(=O)c2ccc([N+](=O)[O-])cc2)CC1 (stereo unspecified)	-5	-2	-13	-0.3	93	0	10	-8	-3
COc1cc(NC(=S)NCCCN2CCOCC2)cc(OC)c1	-3	-3	-13	-2.3	100	3	1	12	3
COC(=O)c1ccc(CSc2ccc3nnc(-c4ccccc4)n3n2)o1	-10	/	-10	-0.4	114	-6	7	-6	7
CCCCn1c(N)c(N(CCOC)C(=O)CCCc2cccs2)c(=O)[nH]c1=O	-4	-3	/	0.0	/	1	2	/	6
Cc1cc(S(=O)(=O)NCc2ccccn2)c(Cl)cc1Cl	-2	-1	-4	-0.4	99	3	6	30	-3
COC(=O)c1cc(S(=O)(=O)NCC(C)c2ccccc2)c[nH]1 (stereo unspecified)	2	2	/	1.6	/	/	-8	/	/
CN1CCN(S(=O)(=O)c2cccc(S(=O)(=O)c3ccc(Cl)cc3)c2)CC1	-2	-7	-95	-0.2	101	5	1	12	-6
COc1ccc(CCn2cnc(=O)c(C#N)c2C)cc1OC	5	0	-2	4.3	123	-2	-2	-26	-1
COc1cc(/C=N/n2c(C3CCCCC3)n[nH]c2=S)cc(OC)c1O	-1	-15	6	-0.8	99	-16	-6	/	0
Nc1nc2c(ncn2C2CCCC2)c(=O)[nH]1	4	-5	/	-1.7	/	0	18	/	/
Cc1ccc(N/N=C(\C#N)C(=N)N2CCOCC2)cc1	-3	-4	-4	-0.9	104	2	-3	-2	2

3 of the entries above in order of the GalR3 antagonist value, rising:
Compound | CHRM4 PAM | GalR3 antagonist | pCIP destab | CRFR2-BP ag | MEKK3 PB1 HTS | IDE act | CRFBP-R2 block | PHOSPHO1 block | IDE cell inh
O=C(Nc1nc2ccccc2n1CCN1CCOCC1)c1ccc(Cl)cc1 | 6 | -4 | 0 | -1.6 | 83 | 9 | -20 | 20 | -4
O=C1OCCC1Sc1nnc(-c2ccc(Br)cc2)o1 (stereo unspecified) | 6 | 1 | 1 | -4.4 | 102 | 6 | 19 | 4 | 1
CSc1cccc(NC(=O)NCc2cccc(CNC(=O)Nc3cccc(SC)c3)c2)c1 | -2 | 3 | -6 | -1.6 | 106 | 1 | -4 | 30 | 5

The results go on:
SMILES	CHRM4 PAM	GalR3 antagonist	pCIP destab	CRFR2-BP ag	MEKK3 PB1 HTS	IDE act	CRFBP-R2 block	PHOSPHO1 block	IDE cell inh
CC(C)(CC(=O)O)CC(=O)Nc1ccccc1Oc1ccccc1	-29	-4	-7	-1.1	100	0	1	33	15
C=C(C)COc1ccc(-c2ncncc2-c2ccc(Br)cc2)c(O)c1	-10	-9	-7	7.1	103	1	-4	33	-5
CCCNC(=O)c1ccc2c(=O)c(O)c(-c3ccsc3)[nH]c2c1	-2	/	-6	35	95	5	-10	26	-2
O=S(=O)(c1ccc(Cl)cc1)N1CCN(C2CCN(Cc3ccccc3)CC2)CC1	-15	-4	-6	-0.4	100	5	6	2	-3
COc1ccc(S(=O)(=O)N2CCC(C(=O)N[C@H](C(=O)N3CCCC3)C(C)C)CC2)cc1	-2	1	0	0.4	103	6	2	53	-1
Cc1oc2cc(O)ccc2c(=O)c1Oc1ccccc1	9	-2	5	0.0	113	-1	19	38	5
Cc1c(NC(=O)CN2C(=O)C(=O)N(Cc3ccccc3)C2=O)c(=O)n(-c2ccccc2)n1C	2	-7	-1	1.1	106	1	1	-17	-2
C/C(=N\NC(=O)c1cccc(C)c1)c1cccc(NC(=O)c2ccco2)c1	-4	9	-16	-2.4	106	-7	12	23	-1
Cc1cnn(C(=O)Cn2nc(C(F)F)c(Br)c2C)c1	4	3	/	2.2	/	2	11	/	/
O=C1c2ccccc2C(=O)N1Cc1ccco1	7	-1	3	0.6	100	4	0	39	0
CCN(C(=O)CSc1ncn[nH]1)c1c(N)n(Cc2ccccc2)c(=O)[nH]c1=O	5	-2	/	0.2	/	3	1	/	0
c1ccc(CC2CCN(c3nc4ccccc4n4cnnc34)CC2)cc1	1	0	-2	-2.2	95	3	-6	16	-3
COc1cccc(CN2CCN(Cc3cccc(Br)c3)CC2)c1OC	-1	-9	-7	-0.8	85	2	-1	16	3
COC(=O)[C@@H](NC(=O)NCc1ccc(F)cc1)C(C)C	6	-4	-4	-0.3	101	4	7	-3	-1
C=C1CCN([C@@H](C)C(=O)NCCCCCC)S(=O)(=O)c2ccccc21	5	-4	-3	-2.7	101	2	2	27	0
CCn1c([N+](=O)[O-])nc2c1c(=O)[nH]c(=O)n2C	7	-3	-1	1.6	101	0	11	36	/
Cc1c(C(=O)Nc2ccc(C(=O)Nc3ccccc3)cc2)cccc1[N+](=O)[O-]	1	-6	10	3.8	102	3	3	19	2
C#CCOCCOCCOCCNc1nc(N2CCN(C(=O)[C@H](Cc3ccc(O)cc3)n3cc([C@@H](N)C(C)CC)nn3)CC2)nc(N2CCN(C(=O)[C@H](CCCCN)n3cc([C@@H](N)CO)nn3)CC2)n1 (stereo partly specified)	7	/	-15	-0.8	108	3	2	40	5
Cc1cccc(N=C2NC(=O)/C(=C/c3cccn3C)S2)c1	2	-3	6	2.9	98	0	-15	33	-5
Cc1ccc[n+](/C(=C\C(=C=[N-])C#N)C(=O)c2ccc(Cl)cc2)c1	-2	2	-10	-0.9	100	-1	-1	-3	0
O=C(Cn1cncn1)N1CCN(c2ccc(F)cc2)CC1	3	-5	8	-0.2	98	4	2	27	-1
Cc1c(C(=O)Oc2ccc(Cl)cc2)n(C)oc1=O	7	-3	-6	-1.6	97	0	4	16	-2
CC(C)CC(=O)c1c[nH]c(C(=O)NCC2CCCO2)c1 (stereo unspecified)	7	0	-11	0.0	98	4	15	21	-2
COc1ccc(/C=N/NC(=O)c2cccc([N+](=O)[O-])c2)c2ccccc12	-3	-11	13	-1.7	101	2	0	-3	5
O=C(CN1CCCCCC1)Nc1ccc(Br)cc1	-3	-5	-2	1.1	102	-4	-28	-9	1
COc1cccc(CNS(=O)(=O)c2ccc3c(c2)N(C(C)=O)CCS3)c1	-8	-8	-16	1.6	93	1	-12	21	-4
Nc1c(C(=O)Nc2ccc(Br)cc2)sc2nc(-c3ccco3)ccc12	-1	-7	-8	4.2	96	-16	-13	45	2
Cc1occc1-c1nnc(SCC(=O)N(C)CCC#N)n1N	3	3	2	2.2	99	3	0	2	0
O=S(=O)(c1ccccc1)N1N=C(c2cccs2)CC1c1cccc(O)c1 (stereo unspecified)	-4	-5	0	-2.6	101	0	10	3	1
C[C@H](NC(=O)c1cc2cc(Cl)ccc2n1C)C(=O)N[C@@H](C(=O)O)c1ccccc1	-3	-9	-5	-0.4	111	0	-6	46	2
Cc1nnc2c(NCCC(C)C)nc3ccccc3n12	0	-10	-8	-1.2	104	4	-13	35	/
O=[N+]([O-])c1cccc(-c2nnc(CNC3CC3)o2)c1	0	-3	0	4.9	96	6	-1	20	4
Nc1ncnc2c1ncn2C1C=C(CO)C(O)C1O (stereo unspecified)	5	/	/	0.7	/	4	-11	/	/
O=C(Nc1cc(Cl)ccc1-n1cncn1)c1ccccc1OC(F)F	4	-5	/	-2.2	/	3	11	/	/
COC(=O)c1c(C)[nH]c(C(=O)OC(C)C(=O)NC2CCCCC2C)c1C (stereo unspecified)	9	5	/	-0.3	/	/	19	/	/
CC(C)n1nccc1NC(=O)Nc1ccccc1	-2	-9	-13	-0.2	102	0	3	19	-1
c1ccc(-c2cnnn2-c2ccccc2)cc1	-3	-11	-6	1.0	99	-6	-25	5	/
CC(=O)c1c(C(C)=O)c(C)n(Cc2ccc(Cl)cc2)c1C	-11	-3	-9	-1.4	105	-3	43	5	-3
Cc1cccc(CNc2ncnc3ccc(-c4ccccc4Cl)cc23)c1	-5	-4	/	-0.8	/	6	-5	/	0
COc1ccc(CCNC(=O)COc2ccc(N(C)S(=O)(=O)c3ccc(C)cc3)cc2)cc1OC	-20	-5	-14	-1.9	104	6	103*	-10	3
CSc1nsc(SCC(=O)Nc2ccccc2F)n1	-3	-9	-26	-0.4	96	2	-22	36	2
CCc1nnc(NC(=O)c2cc(S(=O)(=O)N3CCCCC3)ccc2C)s1	5	-8	/	0.3	/	4	-17	/	3
CCCn1nnnc1-c1cccc(Cl)c1	1	-8	-8	0.5	107	3	1	55	4
CC(C)c1ccc(/C=C/C(=O)NNC(=O)c2cccnc2)cc1	-2	-1	-4	-1.2	97	6	2	19	9
COC(=O)c1ccc(CNC(=O)CN(CCC(C)C)S(=O)(=O)c2ccc3c(c2)OCCO3)cc1	-25	-3	-2	7.1	105	2	-4	4	-2
O=C(N/N=C/c1cccn1-c1ccc([N+](=O)[O-])cc1)C(O)c1ccccc1 (stereo unspecified)	5	-1	8	-1.8	101	2	4	-3	-4
CCC1(c2ccc(F)cc2)NC(=O)N(CC(=O)N2CCN(S(=O)(=O)c3ccc(Cl)cc3)CC2)C1=O (stereo unspecified)	9	-2	/	2.0	/	3	3	/	0
O=C(NCCC1=CCCCC1)C1CCN(S(=O)(=O)N2CCCC2)CC1	-5	-1	7	1.9	105	4	9	-2	0
Cc1ccc(NC(=S)NCc2ccc3c(c2)cc(C)n3C)c(C)c1	-6	-3	-4	-0.6	101	3	-5	11	-1
O=c1c2cn(Cc3ccc(F)cc3)c3ccccc3c-2nn1Cc1ccc(F)cc1	-10	-10	-1	-0.3	99	-4	3	45	/
COc1ccc(-c2ccc3sc4ccccc4c(=O)c3c2)cn1	12	-4	/	-0.2	111	1	10	/	7
NS(=O)(=O)c1cccc(-n2cnnn2)c1	-5	-2	-10	1.5	102	1	19	46	-3
Cc1ccc(OCCC(=O)NNC(=O)c2cc(C)oc2C)cc1	6	-2	/	1.0	/	2	10	/	8
